# Screening results as filed in PubChem.
# ZTA counter – blocks Epstein-Barr virus ZTA, an EBNA-1 counter-screen. P03206. ZTA-DNA binding, fluorescence polarization. inhibition, % at 11 µM. 320,000 tested, 0.15% active; in the data active means inhibition above about 33%
# Target sequence (P03206 whole entry, looked up): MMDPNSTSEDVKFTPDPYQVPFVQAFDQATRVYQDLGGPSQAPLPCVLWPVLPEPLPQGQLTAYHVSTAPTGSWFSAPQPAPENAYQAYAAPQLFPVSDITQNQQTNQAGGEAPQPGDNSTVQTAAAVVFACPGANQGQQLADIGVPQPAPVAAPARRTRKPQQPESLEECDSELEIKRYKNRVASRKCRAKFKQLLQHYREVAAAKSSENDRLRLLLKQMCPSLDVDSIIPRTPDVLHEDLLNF
# PREPL inh – inhibits the human prolyl oligopeptidase-like enzyme; recombinant PREPL, fluorescence polarization activity-based probe; inhibition, % at 5.96 µM; 320,000 tested, 0.68% active; AID 2751; in the data active means inhibition above about 43%;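 further: 0% = enzyme with DMSO and 100% = wells lacking enzyme; many of its hits are not listed in these tables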
# PAFAH1B3 inh – PAFAH1B3 (human) inhibition; Q15102; 340,000 tested, 0.28% active; inhibition, % at 3.39 µM; recombinant PAFAH1B3, FP-rhodamine probe, fluorescence polarization;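 active means inhibition above the screen-wide average of all tested compounds plus 3 SD, cut at about 25% in these data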;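 further: 0% = enzyme with DMSO only and 100% = wells lacking PAFAH1B3 protein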
# Target sequence (Q15102 whole entry, looked up): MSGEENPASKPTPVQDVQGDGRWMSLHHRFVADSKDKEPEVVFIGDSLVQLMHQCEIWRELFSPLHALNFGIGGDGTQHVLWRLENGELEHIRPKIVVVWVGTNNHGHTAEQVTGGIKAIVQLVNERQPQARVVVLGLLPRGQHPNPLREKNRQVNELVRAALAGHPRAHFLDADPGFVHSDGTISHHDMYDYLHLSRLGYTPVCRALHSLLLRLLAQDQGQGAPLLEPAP
# LYPLA2 counter – counter-screen for PME1 inhibitors: inhibitors of human LYPLA2. O95372. recombinant LYPLA2, FP-Rh probe fluorescence polarization. inhibition, % at 5.9 µM. 320,000 tested, 0.38% active. AID 2177;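 active means inhibition above the screen-wide mean plus 3 SD, limit set per campaign, cut at about 26% in these data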;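 further: 0% = LYPLA2 with DMSO and 100% = wells lacking LYPLA2 enzyme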
# Target sequence (O95372 whole entry, looked up): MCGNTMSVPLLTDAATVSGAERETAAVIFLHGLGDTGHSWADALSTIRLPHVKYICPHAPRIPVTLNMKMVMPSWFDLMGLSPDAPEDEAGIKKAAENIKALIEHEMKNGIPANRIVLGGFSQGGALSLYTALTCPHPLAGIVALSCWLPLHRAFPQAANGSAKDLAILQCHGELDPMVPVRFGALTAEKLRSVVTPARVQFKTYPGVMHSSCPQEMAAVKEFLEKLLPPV
# PAFAH2 FP inh – PAFAH2 (human) inhibition | Q99487 | recombinant PAFAH2, FP-rhodamine activity probe, fluorescence polarization | inhibition, % at 3.39 µM | 340,000 tested, 0.99% active | AID 492956;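 active means inhibition above the mean over all tested compounds plus 3 SD, cut at about 30% in these data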;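 further: inhibitors block probe labeling of enzyme so polarization drops; 0% = enzyme with DMSO and 100% = wells lacking PAFAH2 protein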
# PAD4 inh – inhibitors of human PAD4 | recombinant PAD4, RCA probe fluorescence polarization | inhibition, % at 6.36 µM | 330,000 tested, 0.41% active;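 active means percent inhibition above a cutoff equal to the mean of all tested compounds plus 3 SD, cut at about 15% in these data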;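 further: 0% = PAD4 with RCA probe and DMSO and 100% = probe without PAD4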
# GSTO1 counter – counter-screen for RBBP9 inhibitors: inhibitors of human GSTO1. recombinant GSTO1, activity-based probe fluorescence polarization. inhibition, % at 5.96 µM. 300,000 tested, 1.1% active;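 active means inhibition above the campaign mean inhibition plus 3 SD, cut at about 35% in these data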;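 further: 0% = GSTO1-1 with DMSO and 100% = wells lacking GSTO1-1 enzyme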
# Target sequence (P78417 whole entry, looked up): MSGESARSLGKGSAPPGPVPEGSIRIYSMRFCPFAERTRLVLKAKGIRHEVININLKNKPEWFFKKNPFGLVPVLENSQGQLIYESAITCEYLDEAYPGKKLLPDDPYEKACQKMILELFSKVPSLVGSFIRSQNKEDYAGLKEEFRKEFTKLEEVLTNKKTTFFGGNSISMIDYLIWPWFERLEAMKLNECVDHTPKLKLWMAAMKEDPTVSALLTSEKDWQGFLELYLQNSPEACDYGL
# LYPLA1 counter – blocks human lysophospholipase 1, a PME1 counter-screen | 320,000 tested, 0.16% active | inhibition, % at 5.9 µM | recombinant LYPLA1, FP-Rh probe fluorescence polarization;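 active means inhibition above the mean of all tested compounds plus 3 SD, set per campaign, cut at about 14% in these data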;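 further: inhibitors block serine hydrolase probe labeling of LYPLA1 so polarization falls; 0% = enzyme with DMSO and 100% = wells lacking LYPLA1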
# EBNA-1 inhibitor – blocks EBNA-1 binding to DNA; AID 1950; 300,000 tested, 0.34% active; EBNA-1 DNA binding, fluorescence polarization; inhibition, % at 14.8 µM; in the data active means inhibition above about 28%
# Starred values were filed as active, the others as inactive; / = no result given. The list is partial (hit frequency here may not be typical).
compound	ZTA counter	PREPL inh	PAFAH1B3 inh	LYPLA2 counter	PAFAH2 FP inh	PAD4 inh	GSTO1 counter	LYPLA1 counter	EBNA-1 inhibitor
CC(=O)c1c(C)n(CC(=O)NCc2ccco2)c2ccccc12	-2	2	5	4	-2	3	-3	0	1
CCn1nnc(NC(=O)c2ccco2)n1	-7	-4	6	3	-4	-6	0	-2	3
O=c1[nH]c(CSc2nnc(COc3ccccc3)n2-c2ccccc2)nc2ccccc12	19	-7	4	-7	-4	-4	-10	-3	0
COc1ccccc1NC(=O)Nc1nc(CC(=O)Nc2ccccc2F)cs1	-2	2	5	-7	-5	0	-2	-9	3
O=C(COc1nsnc1N1CCOCC1)Nc1ccc(Br)cc1	6	10	-1	-2	-7	-5	6	-5	-6
O=C(NC(=S)Nc1cc(-c2nc3ccccc3[nH]2)ccc1Cl)c1ccc2c(c1)OCO2	8	-2	-53	-20	-97	-5	-14	-18	10
C/C(CC(C)C)=N\NC(=O)Nc1ccccc1	4	-4	0	3	1	-8	2	2	-10
COc1cc(C(=O)Nc2ccc3c(c2)C(=O)N(CCC(=O)O)C3=O)cc(OC)c1OC	-10	-1	5	4	5	0	-2	0	15
COc1ccc(/C=N/n2cnnc2SCc2ccccc2)cc1	-17	-32	2	1	5	-2	1	-5	-4
CCOC(=O)CN(C(=O)CSc1nnc(-c2ccncc2)n1CCCOC)c1ccccc1	8	6	-1	-3	12	-2	6	2	-7
Brc1cccc(CNCc2cccs2)c1	-1	-3	1	2	1	2	7	-2	11
Cc1ccc(S(=O)(=O)N2CCOCC2)cc1C(=O)OCC(=O)NCCc1ccc(F)cc1	/	12	15	/	0	-1	/	/	/

# Entries of single compounds, quoted from the list. Screens in order: ZTA counter | PREPL inh | PAFAH1B3 inh | LYPLA2 counter | PAFAH2 FP inh | PAD4 inh | GSTO1 counter | LYPLA1 counter | EBNA-1 inhibitor
# `Brc1cccc(CNCc2cccs2)c1` is listed as -1 | -3 | 1 | 2 | 1 | 2 | 7 | -2 | 11
# `CCOC(=O)CN(C(=O)CSc1nnc(-c2ccncc2)n1CCCOC)c1ccccc1` is listed as 8 | 6 | -1 | -3 | 12 | -2 | 6 | 2 | -7
# `COc1ccccc1NC(=O)Nc1nc(CC(=O)Nc2ccccc2F)cs1` is listed as -2 | 2 | 5 | -7 | -5 | 0 | -2 | -9 | 3
# `C/C(CC(C)C)=N\NC(=O)Nc1ccccc1` is listed as 4 | -4 | 0 | 3 | 1 | -8 | 2 | 2 | -10

# More entries
compound	ZTA counter	PREPL inh	PAFAH1B3 inh	LYPLA2 counter	PAFAH2 FP inh	PAD4 inh	GSTO1 counter	LYPLA1 counter	EBNA-1 inhibitor
S=C1NCN(Cc2ccco2)CN1c1cccc2ccccc12	16	-4	6	-4	5	0	12	-3	5
C=CCn1c(NC(C)c2cc(Cl)ccc2O)nc2ccccc21 (configuration not stated)	0	6	1	-6	4	-4	-4	-3	-1
CN(Cc1ccccc1Cl)C(=O)C1CCC(=O)N(CCc2cccc(F)c2)C1 (configuration not stated)	-3	12	3	3	0	1	0	-1	-8
CN(C)c1nnnn1Cc1ccc(Cl)cc1Cl	-17	3	1	6	-2	-3	7	-3	8
CCOC(=O)/C(=N\Nc1ccccc1Cl)N1CCN(c2ccccc2OC)CC1	-5	-5	5	5	3	-2	1	1	-6
CCCOc1c(OC)cc(Cl)cc1C1NC(=O)NC(C)=C1C(=O)NCc1ccccc1 (configuration not stated)	-7	7	0	4	1	0	-1	0	-7
Clc1ccc(Nc2c3c(nc4ncnn24)CCC3)cc1	10	22	5	5	-1	0	4	2	6
Cc1ccc(SC(C)C(=O)NCc2cccnc2)cc1 (configuration not stated)	1	11	2	8	1	2	8	2	-3
CCCCn1c(N)c(N(CC)C(=O)c2cc(C)cc(C)c2)c(=O)[nH]c1=O	0	-1	5	-1	-1	4	-5	-2	-7
COc1ccc(C(=O)N(C)Cc2ccc(C)o2)cc1OC1CCN(C(C)=O)CC1	-1	14	8	7	-4	-4	-2	4	3
Cc1cc(C)cc(-c2nc(-c3ccncc3)no2)c1	4	10	-4	1	-1	3	16	-1	6
CCCCN=C(C)C1=C(O)CSC1=O	-6	6	2	4	-1	-4	6	1	-14
C[C@H](NC(=O)c1ccc(Cl)cc1)C(=O)NCCc1ccc(S(N)(=O)=O)cc1	-10	-5	0	3	5	-1	2	3	-8
Cc1c(C(=O)O)cccc1-n1c(C)cc(/C=C(/C#N)C(=O)NCc2ccccc2)c1C	-2	0	/	5	/	3	3	1	2
CCOC(=O)N1CCC(NS(=O)(=O)c2ccc(C)c(Cl)c2)CC1	0	-1	/	-1	/	1	8	5	-8
CCOC(=O)c1c(NC(=O)COc2ccc3ccc(=O)oc3c2)sc(C(=O)N(C)C)c1C	1	1	4	-7	-7	4	15	-2	-2
CC1Oc2cc3oc4c(O)c5c(cc4c(=O)c3c(O)c2C1(C)C)C=CC(C)(C)O5 (configuration not stated)	16	4	/	-9	/	2	4	-9	7
Cc1ccc(Cl)cc1N1CCN(C(=O)CNC(=O)c2ccc(Br)o2)CC1	-5	5	8	0	16	-2	/	-1	/
CC(C)(C)OC(=O)C[C@H]1C/C=C\C[C@@H](CC(=O)NCCO)C(=O)NC[C@H](c2ccccc2)OC1=O	/	8	11	/	2	-4	/	/	/
COc1cc(C(=O)NCc2ccco2)cc(OC)c1OC	-25	5	-3	11	-2	-9	-4	2	-5
Cc1cccc(N2CCN(C(=O)c3nn(C)c4c3CS(=O)(=O)c3ccccc3-4)CC2)c1C	1	5	3	3	2	0	2	4	-5
CCOc1cc(Br)c(C(C)NC(=O)c2cccnc2)cc1OCC (configuration not stated)	2	15	/	-6	/	0	4	-2	-4
Cc1nc(SCc2nc3ccc(C(F)(F)F)cc3[nH]2)c2oc3ccccc3c2n1	/	-1	-14	/	-28	-1	/	/	/
Cc1ccc2nc(-c3ccc(-c4ccccn4)s3)cn2c1	6	4	3	-1	7	-2	-1	-2	-14
O=C(COC(=O)CN=C1NS(=O)(=O)c2ccccc21)Nc1ccccc1OC(F)F	12	-5	8	3	-11	2	0	1	7
Cc1[nH]n(-c2ccccc2)c(=O)c1N=Nc1cccc(Cl)c1	-3	13	9	-3	-1	-4	-3	-2	-6
COc1ccccc1CN1C(=S)SC(C)(C)C1NO (configuration not stated)	-7	11	-1	2	-3	-4	-1	0	-10
Cc1ccccc1C(=O)c1c[nH]c(C(=O)NCCc2ccccn2)c1	-4	4	8	9	3	7	8	4	0
CCc1c(C)nc(SCC(=O)N2CCN(c3ccccc3OC)CC2)[nH]c1=O	-15	14	3	4	-3	0	7	0	11
Cc1ccc(-n2c(=O)c(C#N)cc3c(=O)n4cccc(C)c4nc32)cc1	-1	-2	9	8	-4	-4	-4	1	-2
COc1ccc(CC(=O)Nc2ccc3nc(C)sc3c2)cc1OC	-7	-5	3	-2	0	-2	4	-2	3
Brc1ccc(OCCOCCN2CCOCC2)cc1	7	14	-2	-3	1	0	-3	-1	-1
Cc1ccc(C(=O)NCCCNCCCNC(=O)c2ccc(C)nc2)cn1	-17	6	-1	-3	0	1	-3	1	-1
Cc1n[nH]c(=O)nc1NCc1ccc(Cl)cc1	0	-4	-1	-2	-2	5	-5	1	-7
O=C(Cc1ccc(Br)cc1)Nc1ccc(Cl)cc1	-4	4	6	-1	-1	4	13	1	2
CCC(=O)NCCNc1nc2cc(C)c(C)cc2cc1C#N	18	-10	-2	1	0	-4	0	-3	3

# Three entries picked at random from the list so far, as already listed:
compound	ZTA counter	PREPL inh	PAFAH1B3 inh	LYPLA2 counter	PAFAH2 FP inh	PAD4 inh	GSTO1 counter	LYPLA1 counter	EBNA-1 inhibitor
Cc1n[nH]c(=O)nc1NCc1ccc(Cl)cc1	0	-4	-1	-2	-2	5	-5	1	-7
Cc1ccc(C(=O)NCCCNCCCNC(=O)c2ccc(C)nc2)cn1	-17	6	-1	-3	0	1	-3	1	-1
COc1ccc(CC(=O)Nc2ccc3nc(C)sc3c2)cc1OC	-7	-5	3	-2	0	-2	4	-2	3

# New compounds follow:
compound	ZTA counter	PREPL inh	PAFAH1B3 inh	LYPLA2 counter	PAFAH2 FP inh	PAD4 inh	GSTO1 counter	LYPLA1 counter	EBNA-1 inhibitor
O=C(NCCc1ccc(Cl)cc1)C1CCN(S(=O)(=O)N2CCCCC2)CC1	8	10	4	0	0	1	6	0	8
Cc1ccc(NC(=O)c2cnccn2)cc1	0	15	10	1	-4	1	8	3	-4
C=C(C)CNC(=S)N1CCNC(=O)C1CC(=O)OC (configuration not stated)	1	-10	7	2	-2	3	-1	1	2
COc1ccc2c(c1)C1NC(=S)N[C@@](C)(O2)C1C(=O)Nc1ccccc1 (some centres not stated)	-7	-7	3	0	2	-5	6	2	-1
COc1ccc(CCNC(=O)C(=O)NCC2OCCN2S(=O)(=O)c2ccc(F)cc2)cc1OC (configuration not stated)	2	6	-3	2	-4	0	4	0	-5
COc1ccc(Cl)cc1NC(=O)CN(C)C(=O)Cc1ccsc1	3	-2	0	1	5	-2	0	1	10
Cc1ccc(Nc2cc(C)nn2-c2nc(C)cc(=O)[nH]2)cc1	-1	23	3	7	4	1	33	2	7
CCCn1c(N)c(C(=O)CSc2nnc(-c3ccoc3C)n2C)c(=O)n(C)c1=O	-7	0	3	-6	6	-1	/	-1	/
Cn1nc(C(=O)OCC(=O)Nc2cccc(S(=O)(=O)N3CCCC3)c2)c2ccccc2c1=O	5	-3	0	4	-3	0	13	-3	4
N#CC[C@H](Cc1ccccc1)N1CCN(CCc2ccccc2)CCC1=O	7	23	1	0	1	1	0	0	-1
O=C(Nc1ccc(F)cc1)c1ccc(-n2cncn2)c([N+](=O)[O-])c1	5	10	-5	-6	3	-1	6	0	-4
COc1ccccc1CSc1ncc(-c2ccc([N+](=O)[O-])cc2)[nH]1	-1	-11	9	-10	12	-8	3	-6	-14
COC(=O)C1CC(O)CN1C(=O)Nc1ccccc1 (configuration not stated)	9	2	9	-1	1	-3	3	6	-10
COc1ccc(C2C=C(c3ccccc3)Nc3ncnn32)cc1 (configuration not stated)	-6	-10	-1	0	-3	-3	-6	8	-1
O=C(Nc1nnc(COc2ccc(F)cc2)s1)c1cccs1	11	13	0	-4	-2	1	-20	-3	8
O=C(Cc1cccs1)Nc1nnc(Cc2ccccc2)s1	-5	7	-2	-1	21	-10	21	-6	-5
Cc1ccc(C2=CC(c3cccs3)n3nnnc3N2)cc1 (configuration not stated)	19	-65	0	5	17	-1	4	1	12
